# C-LANA FP: KSHV C-LANA DNA binding inhibition. MBP-C-LANA/FAM-LBS DNA binding, fluorescence polarization. inhibition, % at 9 µM. 0.078% of 340,000 active;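 active means highest replicate inhibition at or above 60% at 9 µM, even if other replicates fall short; inactive means all replicates below 60% inhibition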;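 further: 0% = neutral control wells and 100% = 4 µM acridine orange control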
# PKA-R2B activ: PKA-R2B complex activation; P22694+P31323; PKA-R2B holoenzyme dissociation, Cy5-IP20 fluorescence polarization; R2B truncated from residue 108, S112A mutant; 0% DMSO only, 100% 113 µM cGMP; activation, % at 11.4 µM; 0.079% of 340,000 active;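 active means activation above a cutoff set at the mean over all compounds plus 3 SD, cut at about 18% in these data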;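 further: higher means more holoenzyme dissociation and a rise in polarization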
# Keap1-Nrf2 PPI: inhibitors of human Keap1-Nrf2 protein-protein interaction; Q14145; Keap1 Kelch-Nrf2 peptide fluorescence polarization, 1536-well; inhibition, % at 9.4 µM; 0.15% of 340,000 active; AID 504523; in the data active means inhibition above about 12%;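 further: human Keap1 Kelch domain with fluorescein labeled Nrf2 9mer peptide probe; 0% = neutral control wells and 100% = peptide positive control; higher means more block of Keap1 binding to Nrf2 peptide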
# Target sequence (Q14145 whole entry, looked up, the tested form may be a part): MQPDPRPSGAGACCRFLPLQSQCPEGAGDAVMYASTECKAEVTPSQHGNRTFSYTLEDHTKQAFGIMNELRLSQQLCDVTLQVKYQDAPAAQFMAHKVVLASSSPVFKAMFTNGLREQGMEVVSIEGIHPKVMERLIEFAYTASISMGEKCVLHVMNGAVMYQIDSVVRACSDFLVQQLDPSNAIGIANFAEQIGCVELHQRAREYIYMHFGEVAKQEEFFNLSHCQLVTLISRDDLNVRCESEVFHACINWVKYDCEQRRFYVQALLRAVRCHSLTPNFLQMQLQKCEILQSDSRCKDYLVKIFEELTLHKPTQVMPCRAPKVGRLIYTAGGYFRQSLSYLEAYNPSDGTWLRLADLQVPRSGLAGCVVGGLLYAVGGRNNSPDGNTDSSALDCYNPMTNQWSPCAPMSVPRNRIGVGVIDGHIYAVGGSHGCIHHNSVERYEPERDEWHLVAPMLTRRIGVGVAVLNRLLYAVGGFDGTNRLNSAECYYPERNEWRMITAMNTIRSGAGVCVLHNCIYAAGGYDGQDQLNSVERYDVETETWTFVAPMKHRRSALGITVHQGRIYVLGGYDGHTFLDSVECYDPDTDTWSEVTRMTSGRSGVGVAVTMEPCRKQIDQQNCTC
# Rtt109 Vps75: blocks Candida albicans Rtt109/Vps75 acetyltransferase activity | AID 540336 | 0.16% of 330,000 active | Q5AAJ8 | inhibition, % at 34.9 µM | purified Rtt109/Vps75, ThioGlo CoA-SH fluorescence, 4 h;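 active means inhibition of at least 50% in every replicate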
# Target sequence (Q5AAJ8 whole entry, looked up): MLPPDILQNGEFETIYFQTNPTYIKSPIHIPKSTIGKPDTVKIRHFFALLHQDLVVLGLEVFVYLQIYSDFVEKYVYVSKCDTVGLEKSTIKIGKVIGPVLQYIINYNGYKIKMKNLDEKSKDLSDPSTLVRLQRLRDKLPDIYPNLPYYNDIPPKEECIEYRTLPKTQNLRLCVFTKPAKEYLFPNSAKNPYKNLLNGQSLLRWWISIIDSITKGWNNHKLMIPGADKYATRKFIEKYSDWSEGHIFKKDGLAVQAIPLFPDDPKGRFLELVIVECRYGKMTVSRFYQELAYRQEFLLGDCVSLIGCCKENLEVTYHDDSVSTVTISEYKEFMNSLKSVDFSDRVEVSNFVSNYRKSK
# RTF Ca sens act: increases calcium sensitivity of human cardiac regulated thin filaments | P19429+P45379 | IANBD-labeled TnC RTF fluorescence at EC20 calcium; 0% EC20 calcium, 100% full calcium | activation, % at 7.2 µM | 0.24% of 340,000 active;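 active means activation above the mean over all tested compounds plus 3 SD, cut at about 30% in these data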;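 further: rise in fluorescence read as greater calcium sensitivity of cardiac thin filaments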
# CAL PDZ FP-1: human CAL PDZ-peptide interaction inhibition. Q9HD26. purified CAL PDZ, TMR-peptide fluorescence polarization, 1 h. inhibition, % at 20 µM. 0.02% of 330,000 active. AID 504414;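 active means highest replicate inhibition of at least 40%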;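 further: plate controls were DMSO neutral control wells for no effect and unlabeled competitor peptide control wells for full effect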
#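 Control set: unlabelled peptide and DMSO controls / Material: purified CerCALP PDZ construct / Timing: 1 h incubation at room temperature before polarization reading / Doses: 20 µM, one dose / Detection: fluorescence polarization (mP)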
# SR-BI uptake up: SR-BI HDL lipid transfer activation. CHO ldlA[mSR-BI] cells, DiI-HDL uptake fluorescence, 3 h; 100 = double the neutral-control signal. activation, % at 12.5 µM. 0.096% of 320,000 active. AID 504775;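 active means mean replicate activation of at least 60% and every replicate at or above 60%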;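 further: 0% = median plate neutral-control signal and 100% = twice that signal; values of inactives mirror those of a sister screen read the other way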
#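 Test system: SR-BI-overexpressing, LDLR-lacking CHO cells; Also added: labelled HDL, 10 µg/mL; Measured by: bottom-read cell fluorescence after medium removal, ex 550/em 595 nm; Timing: 3 h uptake period with compound, 37 °C; Buffer or medium: F12, 0.5% BSA, 25 mM HEPES; Doses: single compound concentration, delivered by pin transfer.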
# DAGLB inh: blocks human DAGLB lipase activity | inhibition, % at 5.17 µM | HEK293T DAGLB membrane lysate, EnzChek fluorogenic substrate | 0.059% of 340,000 active | AID 504411 | Q8NCG7; in the data active means inhibition above about 34%;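 further: 0% = enzyme with vehicle and 100% = wells lacking enzyme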
# CAL PDZ FP-2: blocks peptide binding to the human CAL PDZ domain; Q9HD26; purified CAL PDZ, TMR-peptide fluorescence polarization, 1 h; inhibition, % at 24.9 µM; 0.92% of 300,000 active; AID 602252;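 active means mean inhibition of at least 30% with at least half of replicates also reaching 30%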;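 further: 0% = DMSO neutral control and 100% = excess unlabeled competitor peptide PRC23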
# Cardiac RTF inh: cardiac RTF calcium desensitization | P19429+P45379 | 0.12% of 340,000 active | IANBD-labeled cardiac RTF, Ca2+ fluorescence | inhibition, % at 7.15 µM | AID 493244;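 active means inhibition above the mean inhibition of all tested compounds plus 3 SD, cut at about 17% in these data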;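 further: assay run at fixed EC70 calcium of 1.6 mM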
# Active calls of the source: *; . = not tested or not shown.
# Start of the data: the first 2 compounds, ahead of the listing:
SMILES,C-LANA FP,PKA-R2B activ,Keap1-Nrf2 PPI,Rtt109 Vps75,RTF Ca sens act,CAL PDZ FP-1,SR-BI uptake up,DAGLB inh,CAL PDZ FP-2,Cardiac RTF inh
CCCN1CCN(C(=O)c2oc3ccccc3c2NC(=O)COc2ccc(OC)cc2)CC1,0.9,-2.8,3.1,-6.2,-0.8,-1.6,22.7,4.4,-4.1,-7.0
CCN(Cc1ccccc1)C(=O)COC(=O)c1cc(Cl)nc(Cl)c1,-0.7,-4.2,-5.9,7.7,4.1,-0.5,28.3,0.9,12.7,-11.5

# The list itself, from the start:
SMILES,C-LANA FP,PKA-R2B activ,Keap1-Nrf2 PPI,Rtt109 Vps75,RTF Ca sens act,CAL PDZ FP-1,SR-BI uptake up,DAGLB inh,CAL PDZ FP-2,Cardiac RTF inh
CCCN1CCN(C(=O)c2oc3ccccc3c2NC(=O)COc2ccc(OC)cc2)CC1,0.9,-2.8,3.1,-6.2,-0.8,-1.6,22.7,4.4,-4.1,-7.0
CCN(Cc1ccccc1)C(=O)COC(=O)c1cc(Cl)nc(Cl)c1,-0.7,-4.2,-5.9,7.7,4.1,-0.5,28.3,0.9,12.7,-11.5
CCOC(=O)C1CCN(c2c(NCCC(C)C)c(=O)c2=O)CC1,1.2,-0.5,-1.3,-1.6,-1.2,0.4,4.6,-1.4,-1.9,-3.7
O=C(O)CCn1c(CO)nc2ccccc21,1.1,5.3,-1.7,5.4,3.5,-6.2,3.0,1.2,-24.0,-2.3
COc1ccc(OCCN2C(=O)c3cccc(N)c3C2=O)cc1,1.8,-12.7,3.2,7.3,-2.6,-2.1,.,0.7,-0.5,-0.6
Cc1c(N2C(=O)CSC2c2ccco2)c(=O)n(-c2ccccc2)n1C (stereo unspecified),0.7,5.5,-0.9,8.5,2.8,-1.8,16.9,-0.4,-10.5,2.0
CCOc1ccccc1NC(=O)Nc1ccc(Cl)cc1,-1.1,-8.1,-2.6,-6.4,-3.5,-1.2,-72.5,-3.7,-2.0,-2.9
C=CCC(O)c1c(-c2ccccc2)nn(C)c1Cl (stereo unspecified),-0.8,7.8,3.4,-4.4,-1.7,0.4,11.3,-2.0,-1.0,-4.9
N#CC(=Cc1ccc(O)cc1)C(N)=C(C#N)C#N,-2.2,-3.0,-10.9,11.8,4.1,-0.5,-12.4,7.8,-3.4,-10.7
COc1cccc(-c2coc3cc4oc(=O)c(CCC(=O)O)c(C)c4cc23)c1,-2.9,-1.3,-2.4,3.6,-2.5,-5.7,-2.5,1.6,-11.9,-8.9
Cc1cccc(C(=O)N/N=C/C(C)Cc2ccc3c(c2)OCO3)c1 (stereo unspecified),-3.1,1.0,-3.6,5.5,0.9,-0.6,45.8,-3.2,-0.3,13.9
Cc1cccc(C)c1NC(=O)C1=C(O)c2ccccc2N(C)S1(=O)=O,1.8,11.6,-2.6,-8.3,1.5,-0.2,10.6,5.0,0.5,8.3
CC(C)(C)c1ccc(C(=O)N/C(=C\c2cccc([N+](=O)[O-])c2)C(=O)Nc2cccc(C(=O)O)c2)cc1,-0.9,4.0,-2.9,-1.6,-2.9,-0.8,14.0,13.1,.,-7.2
CC(C)CN(C(=O)COC(=O)c1cccc2ccccc12)c1c(N)n(Cc2ccccc2)c(=O)[nH]c1=O,0.2,2.3,0.2,0.9,-0.8,-1.4,-49.3,-0.1,-7.1,-14.4
CCCc1nc(NC2CCCCC2)c(C#N)c2c1COC(C)(C)C2,0.5,-1.6,-4.2,4.1,0.4,0.3,-8.0,-2.6,-0.1,-5.4
O=C(c1ccco1)N1CCN(CC(=O)N(C2CCCCC2)C2CCS(=O)(=O)C2)CC1 (stereo unspecified),1.9,-3.7,-5.1,-3.0,6.7,-0.6,0.8,-1.9,-5.6,-15.8
Cc1cc(C)c2c(n1)sc1c(N3CCN(C)CC3)ncnc12,-1.1,4.1,1.0,7.8,5.3,-1.8,5.4,-0.6,-3.8,2.4
CN(C)CCCNc1ncnc2scc(-c3ccccc3)c12,-2.3,-2.3,-3.9,-1.6,2.5,0.5,26.5,1.3,-2.4,-4.7
Cc1ccc(NC(=O)COC(=O)CSC(=S)N2CCOCC2)cc1,0.5,1.2,-6.4,-11.6,-2.7,-1.3,-7.1,-3.5,.,-10.1
COc1ccccc1C(=O)Nc1cccc(SC)c1,-0.9,-7.7,-2.3,6.0,1.0,-1.3,-11.3,-4.1,2.4,-1.6
COC(=O)c1sc(N2CCN(Cc3ccccc3)CC2)nc1N,-2.5,1.0,-6.0,8.1,-6.9,-1.8,13.4,-1.7,-3.3,-4.5
CC(C)c1ccc(-c2c(NCCc3ccccc3)c(=O)c2=O)cc1,-1.0,-0.9,-2.7,0.3,-1.6,0.3,-11.6,-0.3,0.2,-11.8
COc1cc(C2C(C(=O)c3ccc(C)o3)=C(O)C(=O)N2Cc2cccnc2)ccc1O (stereo unspecified),4.8,-8.3,-1.6,15.1,2.8,-0.1,0.4,-3.1,-0.4,2.5
CCOc1ccc(NC(=O)C2CCCN(c3c(CC)c(C)nc4ncnn34)C2)cc1 (stereo unspecified),-2.0,6.5,-4.0,2.8,-5.4,-2.9,.,-2.2,-3.7,1.0
CC1=NN(c2nc(-c3ccccc3)cs2)C(=O)C1,0.3,-8.7,-1.5,2.5,-0.2,.,-36.4,26.8,-2.0,-4.6
CC(C)(C)C(=O)COC(=O)C1=NN(c2ccccc2)C(=O)CC1,-1.3,10.9,-2.6,2.7,0.7,-0.5,11.1,0.0,-2.8,-4.0
Cc1c(C(=O)NC(=S)Nc2cccnc2)cccc1[N+](=O)[O-],0.6,-9.1,-1.3,9.8,0.9,-1.3,21.7,-2.9,-2.5,-4.1
N#C/C(=C\c1ccc(N2CCOCC2)o1)C(=O)NCCc1ccccc1,-27.3,1.9,-85.7,-8.0,64.5*,0.2,0.0,-12.0,2.9,-88.2
Cc1cc(C)c2c(=O)[nH]c(SCC(=O)c3ccc(F)c(C)c3)nc2n1,1.3,8.3,-3.7,-2.1,5.7,-2.3,-5.9,-1.0,-3.6,-4.6
Cc1nn(C(=O)CN2C(=O)c3ccccc3C2=O)c(C)c1Br,3.0,-7.0,-5.1,-0.8,0.2,-2.2,-3.6,0.8,-3.5,-9.5
CC(=O)Nc1ccc(S(=O)(=O)NCc2ccc3[nH]c(C)cc3c2)cc1,1.4,-4.2,-4.0,-13.3,0.6,-0.8,30.9,4.7,0.2,-6.8
COc1ccc(OC)c(/C=N/N(C)c2ccccc2)c1,0.7,-8.0,0.2,-1.9,-7.4,.,-59.9,-0.8,-4.3,0.5
COc1ccc(NC(=O)CSc2nnc(-c3ccoc3C)n2CCc2ccccc2)cc1,0.7,-8.4,-3.8,5.1,1.5,.,-9.3,-6.1,102.6*,-6.9
COc1ccc(OCCC(=O)N2CCOCC2)cc1,0.1,-6.6,-3.5,-5.0,0.5,-2.9,2.2,-1.2,0.2,-7.2
O=C(Nc1ccc2c(c1)OCO2)C1CCCN1C(=O)Nc1ccccc1F (stereo unspecified),-1.1,0.4,-3.8,.,13.3,-3.4,17.4,-2.9,1.6,3.2
COc1ccc(-c2cn(Cc3ccc4c(c3)C(=O)c3ccccc3C4=O)nn2)cc1,-0.4,7.5,2.7,-3.2,-1.6,-0.3,5.4,-0.1,-4.5,8.5
CN(Cc1ccccc1)S(=O)(=O)c1ccc(NC(=O)C2CCCCC2C(=O)O)cc1 (stereo unspecified),1.3,-0.5,0.8,-1.1,0.3,-1.1,11.3,1.5,-7.0,-3.3
O=C(Nc1ccc(O)c(-c2nc3ccccc3o2)c1)C1(c2ccc([N+](=O)[O-])cc2)CCCC1,0.7,-10.6,-3.9,-6.2,-3.9,0.8,-37.9,-7.4,-3.8,4.0
CCOC(=O)c1ccccc1OCc1cc(/C=N/n2cnnc2)ccc1OC,-0.4,-3.4,-2.3,7.9,1.4,-2.0,-5.4,-2.8,-2.8,-2.5
CC12CCC(=O)N1C(C(=O)Nc1nc(-c3ccccc3Cl)cs1)CS2 (stereo unspecified),3.6,3.6,-1.6,1.8,-4.7,-1.0,-36.2,-3.1,0.5,4.3
CSc1nnc(C)c(=O)n1COC(=O)c1ccc([N+](=O)[O-])cc1,-0.4,6.2,-2.1,-2.9,-4.0,-2.6,.,-1.0,-1.9,-6.9
CCC(C)Nc1nc(OC(C(F)(F)F)C(F)(F)F)nc(OC(C(F)(F)F)C(F)(F)F)n1 (stereo unspecified),0.8,3.4,-3.1,5.3,-18.9,-0.4,9.1,0.8,.,-3.0
COc1ccc(CN(C)CC(=O)NC(C)c2ccccc2)c(OC)c1 (stereo unspecified),19.4,-10.2,-2.2,-7.6,1.9,1.1,-22.3,-0.6,-3.6,-9.0
Oc1ccc(Br)cc1Cn1nnc2ccccc21,-1.0,1.9,2.9,7.1,-1.4,-1.0,21.1,-1.9,.,-2.2
O=S(=O)(ON(c1ccccc1)S(=O)(=O)c1ccccc1)c1ccccc1,-0.2,3.2,-2.1,7.3,-2.6,-0.3,7.4,1.1,7.7,-1.2

# Exported with values under each structure: part of the list above.
# Order of results: C-LANA FP	PKA-R2B activ	Keap1-Nrf2 PPI	Rtt109 Vps75	RTF Ca sens act	CAL PDZ FP-1	SR-BI uptake up	DAGLB inh	CAL PDZ FP-2	Cardiac RTF inh
CC(=O)Nc1ccc(S(=O)(=O)NCc2ccc3[nH]c(C)cc3c2)cc1
 : 1.4	-4.2	-4.0	-13.3	0.6	-0.8	30.9	4.7	0.2	-6.8
O=S(=O)(ON(c1ccccc1)S(=O)(=O)c1ccccc1)c1ccccc1
 : -0.2	3.2	-2.1	7.3	-2.6	-0.3	7.4	1.1	7.7	-1.2

# Remaining list, next part
SMILES,C-LANA FP,PKA-R2B activ,Keap1-Nrf2 PPI,Rtt109 Vps75,RTF Ca sens act,CAL PDZ FP-1,SR-BI uptake up,DAGLB inh,CAL PDZ FP-2,Cardiac RTF inh
COc1ccc(NC(=O)Nc2cccc(NC(C)=O)c2)c(OC)c1,1.5,5.7,-2.5,7.7,-1.9,-0.4,-25.9,-0.2,-1.6,5.2
CN(C)S(=O)(=O)c1cccc(-c2nn(-c3ccccc3)cc2/C=C2\SC(=S)NC2=O)c1,-0.1,9.0,-10.5,-3.2,-0.2,-3.7,-1.7,13.6,-0.1,-4.7
COc1cc(/C=C/C(=O)OC(C)C(=O)Nc2c(C)n(C)n(-c3ccccc3)c2=O)ccc1O (stereo unspecified),-3.2,3.4,-5.5,-3.0,0.3,-1.3,25.5,-3.7,-0.2,0.8
C/C(N)=N\S(=O)(=O)c1ccc(Cl)cc1,3.8,12.2,-2.6,4.6,12.2,-2.0,9.8,0.4,0.5,-6.3
CCCNC(=O)c1csc2c1CCCCC2,0.1,-10.6,3.5,-9.9,-3.1,-0.6,15.0,-1.1,-2.7,4.3
CC(C)(C)c1ccc(C(=O)NC(=S)Nc2nc3c(s2)CCCC3)cc1,0.7,-17.1,-1.8,.,2.1,-2.8,-38.6,-1.8,-3.3,-0.7
Cc1ccc(NC(=O)COc2cccc3c2OC(C)(C)C3)c(O)c1,1.7,-6.5,-4.0,2.0,0.3,-0.1,-24.8,-1.5,.,-0.2

# From PubChem
